EBNA-1 inhibitor = EBNA-1 DNA-binding inhibitors, primary screen, biochemical, fluorescence polarization; inhibition, % at 14.8 µM; hit rate 0.34% among 300,000; AID 1950, 2009; in the data active = inhibition above about 28%
Fam108B inh = mouse Fam108B serine hydrolase inhibitors, primary screen, counter-screen for RBBP9 inhibitor project, biochemical, fluorescence polarization. AID 1947, 2009. recombinant Fam108B, FP-Rh probe fluorescence polarization. inhibition, % at 9.51 µM. hit rate 0.33% among 300,000;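 active = inhibition above the screen mean inhibition plus 3 SD, computed separately per campaign, cut at about 18% in these data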;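 also: inhibitors lower polarization as less probe binds the enzyme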
MEX-5 binding = MEX-5 zinc finger RNA-binding disruptors – biochemical, C. elegans, fluorescence polarization, MLPCN library, primary screen; Zinc finger protein mex-5 (Caenorhabditis elegans), Q9XUB2; MEX-5/FITC-TCR2 RNA binding; stronger effect = lower value; activity score (negative = inhibition of binding), % at 10 µM; hit rate 0.38% among 300,000; AID 1832, 2009;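 active = inhibition past about -25% in most replicates, and total fluorescence under double the plate's negative control median, limit read from the data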;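 also: 0% = DMSO and -100% = 5 µM competing unlabeled TCR2 RNA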
MCL1 BIM primary = inhibitors of MCL1 binding to BIM-BH3, primary screen, biochemical, fluorescence polarization; inhibition, % at 10.9 µM; AID 2057, 2009; Induced myeloid leukemia cell differentiation protein Mcl-1 (Homo sapiens), Q07820; hit rate 0.68% among 320,000; GST-MCL1 / FITC-Bim-BH3 fluorescence polarization;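 active = inhibition above the mean inhibition of all tested compounds plus 3 SD, set per campaign, cut at about 40% in these data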;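 also: 0% = DMSO wells and 100% = unlabeled Bim-BH3 peptide control; higher means more loss of mP so more displacement of Bim peptide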
GLD-1 TGE inh = GLD-1/TGE RNA complex disruptors, primary screen, biochemical, fluorescence polarization; Female germline-specific tumor suppressor gld-1 (Caenorhabditis elegans), Q17339; purified GLD-1 + fluorescein TGE RNA; inhibition, % at 5.96 µM; hit rate 0.44% among 320,000;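 active = percent inhibition above a per-plate cutoff, the plate mean of test compounds plus 3 SD, cut at about 30% in these data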;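 also: 0% = DMSO wells with GLD-1 and probe and 100% = wells lacking GLD-1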
Target sequence (Q17339 whole entry, looked up): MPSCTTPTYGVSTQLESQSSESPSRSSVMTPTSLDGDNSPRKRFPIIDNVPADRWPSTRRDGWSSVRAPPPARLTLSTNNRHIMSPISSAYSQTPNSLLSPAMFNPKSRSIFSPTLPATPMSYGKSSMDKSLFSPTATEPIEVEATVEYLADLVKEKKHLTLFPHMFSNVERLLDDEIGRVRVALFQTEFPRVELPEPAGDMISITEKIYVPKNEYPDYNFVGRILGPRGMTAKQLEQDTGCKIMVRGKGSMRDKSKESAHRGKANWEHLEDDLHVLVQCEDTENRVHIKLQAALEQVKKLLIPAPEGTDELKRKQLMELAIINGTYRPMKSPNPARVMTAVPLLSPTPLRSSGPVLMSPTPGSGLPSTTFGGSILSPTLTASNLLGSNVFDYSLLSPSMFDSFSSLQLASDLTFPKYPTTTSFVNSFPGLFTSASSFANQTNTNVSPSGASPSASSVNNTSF
ZTA counter = ZTA (EBV) inhibition in EBNA-1 counter-screen; inhibition, % at 11 µM; P03206; hit rate 0.15% among 320,000; ZTA-DNA binding, fluorescence polarization; in the data active = inhibition above about 33%
Yeast superoxide = reduction of superoxide in aged yeast, primary screen, HTS; S. cerevisiae aged cells, superoxide DHE fluorescence; stronger effect = lower value; superoxide response (% of plate mean), % at 10 µM; hit rate 0.18% among 330,000; AID 2690, 2010;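 active = superoxide response under a set limit, about three screen SD below normal, cut at about 65% in these data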;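 also: yeast aged for seven days with compound at 30 °C before DHE staining; 100% = average MFI of all compound-treated wells on the plate with controls excluded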
BCLXL inh = inhibitors of human Bcl-xL, primary screen, biochemical, fluorescence polarization, HTS; GST-Bcl-xL / FITC-Bim BH3 peptide fluorescence polarization; Bcl-2-like protein 1 (Homo sapiens), Q07817; AID 2129, 2009; hit rate 0.7% among 320,000; inhibition, % at 10.9 µM;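 active = inhibition above the mean of all tested compounds plus 3 SD, cutoff set per campaign, cut at about 30% in these data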;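 also: 0% = DMSO wells and 100% = unlabeled Bim-BH3 peptide competitor; inhibitors lower millipolarization by displacing the labeled peptide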
Target sequence (Q07817 whole entry, looked up): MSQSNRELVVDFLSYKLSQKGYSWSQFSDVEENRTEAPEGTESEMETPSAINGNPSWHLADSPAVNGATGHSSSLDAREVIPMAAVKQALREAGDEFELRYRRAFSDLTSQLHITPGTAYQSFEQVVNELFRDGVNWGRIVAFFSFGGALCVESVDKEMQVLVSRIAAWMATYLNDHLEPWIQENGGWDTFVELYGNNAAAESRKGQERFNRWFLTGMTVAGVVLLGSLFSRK
Efflux pump mplx = inhibitors of Candida efflux pumps in yeast, primary screen, S. cerevisiae, Nile Red, multiplex; S. cerevisiae Candida pump triplex; inhibition, % at 10 µM; hit rate 0.44% among 330,000; AID 485275, 2010;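 active = plate passing quality check with inhibition over a set limit, or well fluorescence over plate mean plus 4 SD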;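 also: Nile Red retained in pooled yeast measured as flow cytometry median fluorescence; 0% = buffer negative control and 100% = Enniatin B positive control; higher means more Nile Red kept so more efflux inhibition; some compounds called inactive have numbers as strong as hits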
The depositor's hits bear a star; nt = not tested or not shown.

nr | Compound | EBNA-1 inhibitor | Fam108B inh | MEX-5 binding | MCL1 BIM primary | GLD-1 TGE inh
1 | CCOC(=O)c1ccc(NC(=O)C(CC)(CC)C(=O)OCC)cc1 | -2 | 4 | 0.7 | 19 | 6
2 | O=C(c1ccc(Cl)s1)N1CCOCC1 | 3 | 4 | 0.1 | 1 | 0
3 | CC(C)(C)NC(=O)COc1ccc(CNCc2cccs2)cc1 | -8 | -5 | -1.6 | -3 | 6
4 | Cc1cccc(-n2c(SCC(=O)NCC3CCCO3)nc3ccccc3c2=O)c1C (stereo not given) | nt | nt | nt | 0 | 3
5 | COc1cc(/C=N/NC(=O)c2cccnc2)ccc1OCC(=O)Nc1ccc(C)cc1 | -15 | 1 | 0.0 | -57 | -1
6 | Cc1cc(C(F)(F)F)nn1CC(=O)N(C)c1ccccc1 | 11 | 0 | 2.2 | -1 | 1
7 | O=C(NCCc1ccc(Cl)cc1)C1=CC=CN2CCS(=O)(=O)N=C12 | nt | nt | nt | 4 | 1
8 | Cc1nnc(NC(=O)C2CCN(S(=O)(=O)c3ccc(Cl)cc3)CC2)s1 | 3 | -2 | -6.4 | 4 | 4
9 | CCc1nc(Sc2nnnn2-c2ccccc2)c2c3c(sc2n1)CCCC3 | 7 | 1 | 2.5 | -1 | 1
10 | O=C(CSCc1ccccc1Br)Nc1ccccc1 | -9 | -3 | 1.5 | 14 | -3
11 | Cc1csc(SCCn2c(N3CCN(c4ccccc4)CC3)nc3c2c(=O)[nH]c(=O)n3C)n1 | 8 | 3 | -0.6 | 3 | -3
12 | O=C(N/C(=C/c1ccco1)C(=O)N1CCOCC1)c1cccs1 | -4 | -3 | -0.1 | 18 | 14
13 | CC(=O)c1ccc(N2CCN(C(=O)/C=C/c3ccc(S(=O)(=O)N4CCOCC4)cc3)CC2)cc1 | -19 | 2 | -0.4 | 1 | -2
14 | Cc1ccc(OCC(=O)Oc2cccc(C)c2)cc1 | -1 | 0 | nt | 6 | -1
15 | Cc1cc(C)n(CC(O)COCc2ccccc2)n1 (stereo not given) | 4 | 2 | -0.7 | -3 | 1

nr | ZTA counter | Yeast superoxide | BCLXL inh | Efflux pump mplx
1 | -10 | 87 | 3 | 0.0
2 | 1 | 131 | 2 | 0.0
3 | -6 | 111 | -2 | 0.2
4 | -12 | 112 | 3 | 0.4
5 | 11 | 95 | -25 | 0.1
6 | -1 | 87 | -1 | 0.0
7 | -4 | 87 | -2 | 0.0
8 | 5 | 89 | 1 | 0.0
9 | -2 | 104 | 3 | 0.2
10 | -6 | 101 | 1 | 0.0
11 | 10 | 110 | 3 | 0.0
12 | -5 | 113 | 17 | 0.0
13 | -6 | 113 | 0 | 0.2
14 | -1 | 118 | 0 | 0.1
15 | 0 | 87 | -2 | 0.0

4 compounds already listed, ordered by molar mass, rising:
nr | Compound | EBNA-1 inhibitor | Fam108B inh | MEX-5 binding | MCL1 BIM primary | GLD-1 TGE inh
14 | Cc1ccc(OCC(=O)Oc2cccc(C)c2)cc1 | -1 | 0 | nt | 6 | -1
6 | Cc1cc(C(F)(F)F)nn1CC(=O)N(C)c1ccccc1 | 11 | 0 | 2.2 | -1 | 1
1 | CCOC(=O)c1ccc(NC(=O)C(CC)(CC)C(=O)OCC)cc1 | -2 | 4 | 0.7 | 19 | 6
4 | Cc1cccc(-n2c(SCC(=O)NCC3CCCO3)nc3ccccc3c2=O)c1C (stereo not given) | nt | nt | nt | 0 | 3

nr | ZTA counter | Yeast superoxide | BCLXL inh | Efflux pump mplx
14 | -1 | 118 | 0 | 0.1
6 | -1 | 87 | -1 | 0.0
1 | -10 | 87 | 3 | 0.0
4 | -12 | 112 | 3 | 0.4

(next part)
nr | Compound | EBNA-1 inhibitor | Fam108B inh | MEX-5 binding | MCL1 BIM primary | GLD-1 TGE inh
16 | N#CCc1ccc(NC(=O)c2ccc(CN3CCc4ccccc4C3)cc2)cc1 | 13 | -4 | 1.3 | -7 | 6
17 | O=C(Oc1ccc(N(Cc2cccs2)C2=NS(=O)(=O)c3ccccc32)cc1)c1ccccc1F | -3 | 1 | 2.6 | 3 | 11
18 | Oc1ccccc1N=Cc1sc2ccccc2c1Cl | 10 | 1 | -1.4 | -4 | 4
19 | c1ccc(N2CCN(c3ncnc4sc5c(c34)CCC5)CC2)cc1 | -5 | 0 | 0.6 | 9 | 1
20 | Cn1c(NCCCO)nc2ccccc21 | 5 | 2 | -0.8 | 10 | 4
21 | C[C@H](NC(=O)C1CC(=O)N(c2ccc3c(c2)OCO3)C1)C(=O)NC1CCCCC1 (stereo not given in full) | -20 | -1 | -4.3 | 8 | -5
22 | Oc1c(C(c2ccco2)N2CCC3(CC2)OCCO3)sc2ncnn12 (stereo not given) | -7 | -5 | -0.4 | 11 | 0
23 | NC(=O)CCC(=O)N1CCCC(C(=O)c2ccc3c4c(cccc24)CC3)C1 (stereo not given) | -15 | 2 | 0.0 | 7 | 7
24 | Cc1nc(CCN2C(=O)c3ccccc3C2=O)cs1 | 7 | 1 | -0.6 | -2 | 4
25 | Cc1ccccc1-n1cc[nH]c1=S | -1 | 3 | nt | -9 | 3
26 | Cc1ccc(NC(=S)N(CCCN2CCOCC2)Cc2ccccn2)cc1 | 12 | 6 | nt | 10 | 0
27 | CCn1c(=O)cc(SCC(=O)NCc2ccc(C)cc2)c2ccccc21 | 12 | -1 | 0.9 | 0 | 3
28 | COc1ccc(/C=c2/sc3n(c2=O)C(c2ccccc2OC)C2=C(N=3)c3ccccc3CC2)cc1O (stereo not given) | 4 | 1 | -0.1 | -25 | -9
29 | O=C(Cc1ccccc1)Nc1ccc2c(c1)C(=O)N(CC1CCCO1)C2=O (stereo not given) | 7 | 1 | 0.2 | 0 | 1
30 | COCCNS(=O)(=O)c1cc2[nH]c3c(c2cc1C)C(=O)CC(C)(C)C3 | 0 | -6 | 1.3 | -2 | -3

nr | ZTA counter | Yeast superoxide | BCLXL inh | Efflux pump mplx
16 | 6 | 98 | 1 | -0.3
17 | -8 | 95 | 5 | -0.1
18 | -2 | 83 | -2 | -0.1
19 | 9 | 97 | 3 | 0.0
20 | 9 | 102 | 9 | -0.2
21 | 15 | 109 | 1 | 0.2
22 | 2 | 90 | 9 | -0.2
23 | 7 | 104 | 3 | 0.0
24 | 4 | 91 | 3 | 0.0
25 | -6 | 75 | -20 | 0.1
26 | -11 | 93 | 4 | 0.1
27 | -2 | 99 | 6 | 0.4
28 | 14 | 103 | -14 | 0.0
29 | 12 | 103 | -1 | 0.0
30 | 3 | 110 | -1 | 0.3

Another view of part of the listing above:
| cpd | Molecule | EBNA-1 inhibitor | Fam108B inh | MEX-5 binding | MCL1 BIM primary | GLD-1 TGE inh | ZTA counter | Yeast superoxide | BCLXL inh | Efflux pump mplx |
| --- | --- | --- | --- | --- | --- | --- | --- | --- | --- | --- |
| 16 | N#CCc1ccc(NC(=O)c2ccc(CN3CCc4ccccc4C3)cc2)cc1 | 13 | -4 | 1.3 | -7 | 6 | 6 | 98 | 1 | -0.3 |
| 17 | O=C(Oc1ccc(N(Cc2cccs2)C2=NS(=O)(=O)c3ccccc32)cc1)c1ccccc1F | -3 | 1 | 2.6 | 3 | 11 | -8 | 95 | 5 | -0.1 |
| 18 | Oc1ccccc1N=Cc1sc2ccccc2c1Cl | 10 | 1 | -1.4 | -4 | 4 | -2 | 83 | -2 | -0.1 |
| 19 | c1ccc(N2CCN(c3ncnc4sc5c(c34)CCC5)CC2)cc1 | -5 | 0 | 0.6 | 9 | 1 | 9 | 97 | 3 | 0.0 |

Further results.
nr | Compound | EBNA-1 inhibitor | Fam108B inh | MEX-5 binding | MCL1 BIM primary | GLD-1 TGE inh
31 | CC1CN(C(=O)CN2C(=O)NC(C)(c3ccccc3)C2=O)CC(C)O1 (stereo not given) | 7 | 0 | -1.1 | 2 | -6
32 | CN1CCN(S(=O)(=O)c2ccc(NC(=S)NC(=O)C3CCCCC3)cc2)CC1 | -14 | -4 | 0.9 | 2 | -9
33 | COc1cccc(NS(=O)(=O)c2ccc(S(=O)(=O)N3CCCC3)cc2)c1 | nt | nt | nt | 3 | 3
34 | CCC(=O)N1CCN(c2ccccc2NC(=O)COc2cccc(C)c2)CC1 | 1 | -1 | 0.9 | 0 | 4
35 | Cc1ccc(OCCOC(=O)c2cccc(S(=O)(=O)N3CC(C)OC(C)C3)c2)cc1 (stereo not given) | nt | nt | nt | 2 | 2
36 | Cc1ccccc1CC(=O)N1CCCC1 | -10 | 0 | -1.6 | -6 | -2

nr | ZTA counter | Yeast superoxide | BCLXL inh | Efflux pump mplx
31 | 7 | 87 | 3 | 0.0
32 | -15 | 104 | -6 | 0.1
33 | -7 | 98 | 3 | -0.2
34 | -1 | 107 | 2 | 0.1
35 | 3 | 102 | 3 | -0.2
36 | -7 | 106 | 10 | 0.0
